RMI-FANCM inh: blocks RMI1/RMI2 complex binding to FANCM MM2 peptide; Fluorescence polarization, RMI core complex with F-MM2 peptide; active compounds read low; FP signal (polarization) at 33 µM; 0.58% of 70,000 active; AID 1159607; in the data active = FP signal below about 40; also: inactives centre near 61; strong numbers were not always called active; unit not given here
An asterisk follows results filed as active; & = joins results of further samples; ! = not confirmed by another sample. The list is partial. The share of hits here may be higher or lower than overall.

SMILES	RMI-FANCM inh
CN[C@@H](C)[C@@H](O)c1ccccc1	63
O=C(CN1C(=O)CCC1=O)C(=O)Nc1ccc(Br)cc1C(=O)c1ccccc1Cl	50
CSc1ccc2nc(N3CCNCC3)sc2c1	72
NNCc1cccc(O)c1	59&56
CN1C2CCC1CC(O)C2 (stereo not given)	48
CN(C)C(=O)Oc1cc2ccccc2cc1OC(=O)N(C)C	62
CNC(=O)Oc1cccc2c1OC(C)(C)C2	53
O=C(COc1ccccc1F)N1CCN(Cc2nc3ccccc3[nH]2)CC1	61
C[C@]12CCC(=O)C=C1CCC1C2CC[C@@]2(C)C1CC[C@@H]2O (stereo not given in full)	64
O=S(=O)(c1ccccc1)N1CCOC12CCNCC2	66
COC1=C[C@@H]2C3=C([C@@H]2C1=O)[C@@H](NC(C)=O)CCc1cc(OC)c(OC)c(OC)c13	30
C/C(=N/O)c1cn(C)c2ccccc12	56
N[C@@H](Cc1ccc(N(CCCl)CCCl)cc1)C(=O)O	67
COc1cc2occc2c2oc(=O)ccc12	65
CNC(=O)OCC[N+](C)(C)C	56
CCC(C)C(OC(C)=O)C(=O)O[C@H]1[C@H](O)C2[C@@]3(C)C=CC(=O)C(C)(C)C3C[C@@H](OC(=O)C(O)C(C)C)[C@@]2(C)[C@@]23O[C@@H]2C[C@@H](c2ccoc2)[C@]13C (stereo not given in full)	64
C=C(C)[C@H]1Cc2c(ccc3c2O[C@@H]2COc4cc(OC)c(OC)cc4[C@@H]2C3=O)O1	56
NCC(O)c1ccc(O)cc1 (stereo not given)	-18*!
COC(=O)C(O)(c1ccc(NC(=O)Oc2ccccc2)cc1)C(F)(F)F (stereo not given)	62
Cc1ccc(CC(=O)N(CCN(C)C)c2nc3ccc(S(C)(=O)=O)cc3s2)c(C)c1	52
O=C(c1ccccc1)c1cc(Cl)ccc1NC(=O)C(Cl)Cl	40
CNC(=O)O/N=C(/C)Cc1nnn(-c2cc(C)on2)n1	66
Cc1ccc(/C=C2\CC3C4CCC5CCCCC5(C)C4CCC3(C)C2O)o1 (stereo not given)	64
CC1(C)C(=O)[C@@H]2O[C@@H]2[C@@]2(C)C1C[C@@H](O)[C@]1(C)C2CC[C@@]2(C)[C@H](c3ccoc3)OC(=O)C3OC321 (stereo not given in full)	59
CCOC(=O)C1=C(N)Oc2c(oc(CO)cc2=O)C12C(=O)Nc1ccccc12 (stereo not given)	53

A few values from above.
NNCc1cccc(O)c1 | RMI-FANCM inh: 59&56
CC1(C)C(=O)[C@@H]2O[C@@H]2[C@@]2(C)C1C[C@@H](O)[C@]1(C)C2CC[C@@]2(C)[C@H](c3ccoc3)OC(=O)C3OC321 (stereo not given in full) | RMI-FANCM inh: 59
O=S(=O)(c1ccccc1)N1CCOC12CCNCC2 | RMI-FANCM inh: 66
Cc1ccc(CC(=O)N(CCN(C)C)c2nc3ccc(S(C)(=O)=O)cc3s2)c(C)c1 | RMI-FANCM inh: 52
CN[C@@H](C)[C@@H](O)c1ccccc1 | RMI-FANCM inh: 63
CN1C2CCC1CC(O)C2 (stereo not given) | RMI-FANCM inh: 48

Given as labelled records: four of the compounds above.
C/C(=N/O)c1cn(C)c2ccccc12
  RMI-FANCM inh: 56
N[C@@H](Cc1ccc(N(CCCl)CCCl)cc1)C(=O)O
  RMI-FANCM inh: 67
COc1cc2occc2c2oc(=O)ccc12
  RMI-FANCM inh: 65
CNC(=O)OCC[N+](C)(C)C
  RMI-FANCM inh: 56

(further entries)
SMILES	RMI-FANCM inh
CN1C(CC(O)c2ccccc2)CCCC1CC(O)c1ccccc1 (stereo not given)	61
Cc1[nH]c2ccc(O)cc2c1CCN	49
CC/C(=C/c1ccc(OC)c(OCc2ccccc2)c1)[N+](=O)[O-]	57
CNCCc1c[nH]c2ccc(O)cc12	57
Cc1ccc(C2c3c(c4ccccc4oc3=O)Oc3c2c(=O)oc2ccccc32)o1	52
CC(C)(O)[C@@H]1[C@H]2OC(=O)[C@@H]1[C@]1(O)C[C@H]3O[C@]34C(=O)O[C@H]2[C@]14C (tested in a mixture with another compound)	30*
CCCN(CCC)[C@@H]1CCc2ccc(O)cc2C1	61
O=C(Cc1cccs1)N1CCN(Cc2nc3ccccc3n2Cc2ccccc2)CC1	60
C#CCOS(=O)OC1CCCCC1Oc1ccc(C(C)(C)C)cc1 (stereo not given)	51
COc1ccc2c(c1OC)C(=O)O[C@H]2[C@H]1c2cc3c(cc2CCN1C)OCO3	55
Cc1ccsc1C1N(c2ccccn2)C(=O)C2CCCN21 (stereo not given)	61
OC(c1ccccc1OCc1ccccc1)[C@H]1[C@H](c2ccc(Cl)cc2)N1C1CCCCC1 (stereo not given in full)	56
O=C1NC(=O)C(=CC2CC=CCC2)C(=O)N1 (stereo not given)	60
CC(CO)NC(=O)C1C=C2c3cccc4[nH]cc(c34)C[C@H]2N(C)C1 (stereo not given in full)	42
C[C@H]1CC[C@@H]2[C@@H](C)[C@H]3[C@H](C[C@H]4[C@@H]5CC=C6C[C@@H](O[C@@H]7O[C@H](CO)[C@H](O)[C@H](O[C@@H]8O[C@H](CO)[C@@H](O)[C@H](O)[C@H]8O)[C@H]7O[C@@H]7O[C@@H](C)[C@H](O)[C@@H](O)[C@H]7O)CC[C@]6(C)[C@H]5CC[C@]34C)N2C1	62
N#CC1=C(N)Oc2c(c(=O)oc3ccccc23)C1c1ccc([N+](=O)[O-])cc1 (stereo not given)	62
CCN1C[C@]2(COC)CC[C@H](O)[C@]34C1[C@](O)([C@@H](OC)[C@H]23)[C@@]1(O)C[C@H](OC)[C@H]2C[C@@H]4[C@@H]1[C@H]2OC	52
S=C(Nc1ccc(Cl)cc1Cl)N1CCCC1c1cccnc1 (stereo not given)	47
C[C@]12CCC3C(CC[C@H]4CC(=O)CC[C@]34C)C1CCC2=O (stereo not given in full)	65
Fc1ccc(C(OCCN2CCN(CCCc3ccccc3)CC2)c2ccc(F)cc2)cc1	63&60
C/C=C/c1ccc2c(c1)OCO2	62
C[C@@H]1O[C@H](C[N+](C)(C)C)CS1	55
COc1ccc([C@H]2Oc3c(I)c(OC)cc(OC)c3C[C@@H]2O)cc1OC	63
CCC(C)[C@H]1O[C@]2(C=C[C@@H]1C)C[C@@H]1C[C@@H](C/C=C(\C)[C@@H](OC3C[C@H](OC)C(O[C@H]4C[C@H](OC)[C@@H](O)[C@H](C)O4)[C@H](C)O3)[C@@H](C)/C=C/C=C3\CO[C@@H]4[C@H](O)C(C)=C[C@@H](C(=O)O1)[C@]34O)O2 (stereo not given in full)	58
C[C@]12CCC(=O)C=C1CC[C@@H]1[C@@H]2C(=O)C[C@]2(C)C(=O)CC[C@@H]12	54
Other entries
SMILES	RMI-FANCM inh
Cc1ccc(Cn2cccc(C(=O)Nc3ccc(F)c(F)c3)c2=O)cc1	63
N#CC(O[C@@H]1O[C@H](CO[C@@H]2O[C@H](CO)[C@@H](O)[C@H](O)[C@H]2O)[C@@H](O)[C@H](O)[C@H]1O)c1ccccc1 (stereo not given in full)	57
CC(C)CC(N(C)C)C1(c2ccc(Cl)cc2)CCC1 (stereo not given)	70&68
CC(O)(CS(=O)(=O)c1ccc(F)cc1)C(=O)Nc1ccc(C#N)c(C(F)(F)F)c1 (stereo not given)	63
Cc1c(C(=O)c2cccc3ccccc23)c2cccc3c2n1[C@H](CN1CCOCC1)CO3	55
N[C@H](CCCCCP(=O)(O)O)C(=O)O	56
C[C@@H]1O[C@@H](O[C@H]2C[C@@H](O)[C@]3(CO)C4C(CC[C@]3(O)C2)[C@@]2(O)CC[C@H](C3=CC(=O)OC3)[C@@]2(C)C[C@H]4O)[C@H](O)[C@H](O)[C@H]1O (stereo not given in full)	54
O=C1C2CCCN2C(c2ccncc2)N1c1cccc(Cl)c1 (stereo not given)	63
C[N+](C)(C)CC#CCN1CCCC1=O	54
CC(=O)N1N=C(c2cccnc2)CC1c1ccccc1O (stereo not given)	58
CC(C)=CC1C(C(=O)OCc2cccc(Oc3ccccc3)c2)C1(C)C (stereo not given)	57
CC(C)CC(=O)Nc1ccc(S(=O)(=O)N2CC3CC(C2)c2cccc(=O)n2C3)cc1 (stereo not given)	68
CC(=O)O[C@H]1C[C@@H](OC(C)=O)C(C)(C)C2C[C@@H](OC(C)=O)[C@]3(C)C(CC[C@@]4(C)[C@H](c5ccoc5)C(=O)[C@H]5O[C@]543)[C@]21C (stereo not given in full)	59
Cc1ccc(C)c(Cn2cccc(C(=O)Nc3ccc(F)c([N+](=O)[O-])c3)c2=O)c1	51
O=C(O)COc1cc(Cl)c(Cl)cc1Cl	56
CN(C(=O)Oc1ccc(F)cc1)c1ccccc1	59
CC[C@@]1(O)C[C@H](O[C@H]2C[C@H](N(C)C)[C@H](O)[C@H](C)O2)c2c(cc3c(c2O)C(=O)c2c(O)ccc(O)c2C3=O)[C@H]1C(=O)OC	55
CN1CCC2=C[C@H](O)[C@H]3OC(=O)c4cc5c(cc4[C@H]3[C@@H]21)OCO5	57
NC1CC1c1ccccc1 (stereo not given)	57&56
O=C(CCl)Nc1cccnc1	65
Cc1[nH]c2ccccc2c1CCNCc1ccco1	59
CCN1CCN(c2cc(=O)n(C)c(=O)[nH]2)CC1	57
COc1ccc2c3c([nH]c2c1)C(C)=NCC3	35*!
COC(=O)C1=CCCN(C)C1	61&64
O=C(c1ccccc1)c1cc(Cl)ccc1NC(=O)c1coc2ccccc2c1=O	63

A draw from above in order of number of heavy atoms, rising.
SMILES	RMI-FANCM inh
C[N+](C)(C)CC#CCN1CCCC1=O	54
O=S(=O)(c1ccccc1)N1CCOC12CCNCC2	66
Fc1ccc(C(OCCN2CCN(CCCc3ccccc3)CC2)c2ccc(F)cc2)cc1	63&60

(continued)
SMILES	RMI-FANCM inh
c1ccc2[nH]c(C3CCCNC3)nc2c1 (stereo not given)	59
COc1cc([N+](=O)[O-])ccc1NC(=O)c1cccn(Cc2c(F)cccc2Cl)c1=O	54
CN(C)C(=O)Oc1cc(OC(=O)N(C)C)cc(C(O)CNC(C)(C)C)c1 (stereo not given)	59
CC(C)(C)c1o[nH]c(=O)c1CC(N)C(=O)O (stereo not given)	54
CN1CCC23CCCC[C@H]2C1Cc1ccc(O)cc13 (stereo not given in full)	58
NCCc1c[nH]c2ccc(O)cc12	50&75
c1ccc(CCCN2CCN(CCOC(c3ccccc3)c3ccccc3)CC2)cc1	65
Cc1cc(O)c(C(=O)Nc2cccc(Cl)c2)c(=O)n1Cc1ccccn1	52
Cc1cc(OC(=O)N(C)C)cc(C)c1Cl	58
CSc1nc(-c2ccc(Cl)cc2)nn1C(=O)N(C)C	63
O=C(O)COc1ccc(Cl)cc1Cl	55
CC(=O)OC1CCC2(C)C(CCC3C2CCC2(C)C(OC(C)=O)CCC32)C1 (stereo not given)	62
O=c1cccc2n1C[C@H]1CNCC2C1	59
O=C(NNS(=O)(=O)c1ccc(C(F)(F)F)cc1)C1(O)CN2CCC1CC2 (stereo not given)	58
Cc1cccc2nc(CSC(=S)NCc3cccnc3)cn12	60
CSc1ccccc1NC(=O)c1cccn(Cc2cccc(C)c2)c1=O	51
COc1ccc2[nH]cc(CCN(C)C)c2c1	63
Cc1sc2nc3n(c(=O)c2c1C)CC(Br)C(c1ccccc1)S3 (stereo not given)	49
C/C(CSc1nc2ccccc2c(=O)n1-c1ccccc1)=N/O	55
Cc1ccc(N2CCNCC2)cc1C	48
COc1cc2ccc(=O)oc2c2ccoc12	62
COP(=S)(OC)Oc1ccc([N+](=O)[O-])cc1	59
COc1ccc(OC)c(N2C(=O)CC(=O)NC2=O)c1	60
N#Cc1cccnc1N1CCNCC1	68
COP(N)(=O)SC (stereo not given)	55

An excerpt of these results, field by field.
C/C(CSc1nc2ccccc2c(=O)n1-c1ccccc1)=N/O
  RMI-FANCM inh: 55
Cc1ccc(N2CCNCC2)cc1C
  RMI-FANCM inh: 48
COc1cc2ccc(=O)oc2c2ccoc12
  RMI-FANCM inh: 62

The list goes on.
SMILES	RMI-FANCM inh
Oc1ccc2c3c1OC1[C@@H](O)CC[C@@]4(O)[C@@H](C2)N(CC2CCC2)CC[C@]314 (stereo not given in full)	66
CC12CCC(O)CC1CCC1C2CCC2(C)C(O)/C(=C/c3ccc(C(F)(F)F)cc3)CC12 (stereo not given)	61
COc1cc2c(cc1OC)[C@@]13CCN4CC5=CCO[C@H]6CC(=O)N2[C@H]1[C@H]6[C@H]5C[C@H]43	65
OC(c1ccccc1)(c1ccccc1)C1CCNCC1	51
S=P(N1CC1)(N1CC1)N1CCN=C1C(Cl)(Cl)Cl	55
C[C@]12CCC3C(CC[C@]4(O)C[C@@H](O)CC[C@]34C=O)[C@@]1(O)CCC2C1=CC(=O)OC1 (stereo not given in full)	47
CO[C@H]1[C@H](O)[C@H](O[C@H]2CC[C@]3(C)C4CC[C@]5(C)C(C6=CC(=O)OC6)CC[C@]5(O)C4CC[C@@H]3C2)O[C@@H](C)[C@@H]1O (stereo not given in full)	62
CNC(=O)Oc1ccccc1OC(C)C	56
O=C(Nc1ncc([N+](=O)[O-])s1)c1cccn(Cc2cccc(C(F)(F)F)c2)c1=O	58
O=C(Cc1cccs1)N1CCN(Cc2nc(C3CC3)cs2)CC1	60
CCOC(=O)C(O)(c1ccc(NC(=O)NC)cc1)C(F)(F)F (stereo not given)	64
CCOC(=O)c1ccc(NC(=O)c2cccn(Cc3ccccc3Cl)c2=O)cc1	112
CC(C)[C@@]1(NC(=O)[C@@H]2C=C3c4cccc5[nH]cc(c45)C[C@H]3N(C)C2)O[C@@]2(O)[C@@H]3CCCN3C(=O)[C@H](Cc3ccccc3)N2C1=O	-34

Screening data: PubChem BioAssay, Small Molecule Screening Facility, UW Madison
